Bioassay records: PubChem, National Center for Advancing Translational Sciences (NCATS)
DRD3 agonist – qHTS of D3 Dopamine Receptor Agonist: qHTS; D(3) dopamine receptor (Homo sapiens), P35462; D3R DiscoveRx beta-arrestin cells, luminescence, 90 min; max activation, %; 0.58% of 410,000 active; AID 652048, 2013; in the data active = max activation above about 30%; note: 0% is about no effect; mostly tested at two doses, the higher about 12 µM
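Agonist mode: compounds and dopamine controls were applied to plated cells for 90 min at 37 degrees C after an overnight attachment at 1500 cells/well. Luminescent read-out followed 30 - 60 minutes at room temperature with DiscoveRx detection reagent.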
PI5P4Ka inh – qHTS for Inhibitors of phosphatidylinositol 5-phosphate 4-kinase (PI5P4K); PI5P4Kalpha enzyme, ADP-Glo luminescence, 60 min; stronger effect = lower value; AID 652105, 2013; Phosphatidylinositol 5-phosphate 4-kinase type-2 alpha (Homo sapiens), P48426; max response, %; 1.2% of 330,000 active; active = max response of -50% or lower; inconclusive = between -30% and -50%; inactive = -30% or higher; note: value at the top dose of about 77 µM; % is set by controls: 0 for no effect and ±100 for the full control effect
Target sequence (P48426 whole entry, looked up): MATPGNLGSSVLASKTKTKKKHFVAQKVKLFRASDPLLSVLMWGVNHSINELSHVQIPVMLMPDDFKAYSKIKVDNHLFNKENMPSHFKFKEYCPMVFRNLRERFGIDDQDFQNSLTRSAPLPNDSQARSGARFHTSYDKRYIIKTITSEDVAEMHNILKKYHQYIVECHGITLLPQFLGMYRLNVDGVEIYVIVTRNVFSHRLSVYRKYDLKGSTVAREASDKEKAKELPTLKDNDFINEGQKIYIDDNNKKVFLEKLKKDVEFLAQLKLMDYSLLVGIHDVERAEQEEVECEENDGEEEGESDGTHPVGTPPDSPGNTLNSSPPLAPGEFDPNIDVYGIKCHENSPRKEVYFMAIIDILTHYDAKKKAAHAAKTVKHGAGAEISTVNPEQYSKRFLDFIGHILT
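Quantitative HTS of the MLSMR library against PI5P4Kalpha with substrate. ATP added last at 5 microM final; room temperature, 60 minutes. Remaining ATP depleted, ADP converted and read as luminescence.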
D3 antag – qHTS of D3 Dopamine Receptor Antagonist: qHTS; D(3) dopamine receptor (Homo sapiens), P35462; D3R cells, DiscoveRx beta-arrestin luminescence, antagonist mode; stronger effect = lower value; max response, negative = inhibition, %; 2.5% of 360,000 active; AID 652054, 2013; in the data active = max response below about -50%; inconclusive = no clear call, values can overlap the other calls; note: % is set by controls: 0 for no effect and ±100 for the full control effect; mostly tested at two doses, the higher about 12 µM
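Cells expressing the human receptor were seeded at 1500 cells/well, incubated overnight at 37 degrees C in 5% CO2, then exposed to library compounds with dopamine controls for 90 minutes at 37 degrees C before luminescent detection.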
GLP-1R agonist – qHTS of GLP-1 Receptor Agonists; HEK293 GLP-1R CRE-luciferase, luminescence, 4-6 h; cells express a hypersensitive GLP-1R form; Potency, µM (series often up to 45.6 µM), without a hit: at the top dose activation, hits mostly activators; 0.007% of 380,000 active; AID 624172, 2012; note: potency is the fitted concentration of half-maximal effect; % of control where 0% means no effect
Target sequence (P43220 whole entry, looked up): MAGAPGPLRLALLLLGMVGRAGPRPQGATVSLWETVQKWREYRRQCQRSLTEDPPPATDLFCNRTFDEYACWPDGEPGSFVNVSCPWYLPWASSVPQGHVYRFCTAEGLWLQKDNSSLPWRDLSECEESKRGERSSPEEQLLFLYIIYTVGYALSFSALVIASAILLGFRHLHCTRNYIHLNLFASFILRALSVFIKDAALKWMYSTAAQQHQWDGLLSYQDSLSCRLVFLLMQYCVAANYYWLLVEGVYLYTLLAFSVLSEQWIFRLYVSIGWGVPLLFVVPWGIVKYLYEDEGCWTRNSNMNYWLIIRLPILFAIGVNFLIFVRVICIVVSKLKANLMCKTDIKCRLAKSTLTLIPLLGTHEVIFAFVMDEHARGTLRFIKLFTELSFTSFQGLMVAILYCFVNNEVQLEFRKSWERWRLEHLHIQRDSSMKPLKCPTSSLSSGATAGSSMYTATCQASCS
GLP1R cytotox – qHTS of GLP-1 Receptor Inverse Agonists: Cytotox Screen; 0.13% of 410,000 active; Potency, µM (titrated, usually from 38.3 µM), without a hit: at the highest dose activity change, negative = inhibition, usual class: inhibitors; HEK293 cAMP-luciferase reporter cells, luminescence, 24 h;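 note: loss of luciferase light is scored as toxicity; potency is the fitted concentration of half-maximal effect; % is set by controls: 0 for no effect and ±100 for the full control effect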
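Luminescence readout: signal drop marks cytotoxicity. Plated cells grew 12 h at 37 °C, 5% CO2, received 23 nL compound for 24 h, then got luciferase reagent, read after 12 min at RT.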
PLK1 PBD block – qHTS for Inhibitors of PLK1-PDB (polo-like kinase 1 - polo-box domain): Primary Screen | Serine/threonine-protein kinase PLK1 (Homo sapiens), P53350 | Plk1 PBD binding of FITC phosphopeptide, fluorescence polarization | Potency, µM, inactives show max response, negative = inhibition, hits mostly inhibitors | 2.8% of 360,000 active; note: potency is the fitted concentration of half-maximal effect; series mostly up to about 57 µM; % is set by controls: 0 for no effect and ±100 for the full control effect; nearly all actives have a fitted effect of over 65% in size
GLP-1R inv ag – qHTS of GLP-1 Receptor Inverse Agonists (Inhibition Mode) | Glucagon-like peptide 1 receptor (Homo sapiens), P43220 | HEK293 GLP-1R CRE-luciferase, luminescence, 24 h; GLP-1R form is constitutively active | Potency, µM (titrated, usually from 38.3 µM), for inactives: top-dose activity change, negative = inhibition, hits mostly inhibitors | 1.6% of 410,000 active | AID 624417, 2012; note: potency is the fitted concentration of half-maximal effect; % is set by controls: 0 for no effect and ±100 for the full control effect; nearly all actives have a fitted effect of over 55% in size
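Luminescence readout: a drop in cAMP-driven luciferase signal flags inverse agonism at a constitutively active GLP-1R stably expressed in HEK293. Compound exposure lasted 24 hr at 37 deg C, 5% CO2.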
WRN inhibitor – qHTS for Inhibitors of WRN Helicase | Bifunctional 3'-5' exonuclease/ATP-dependent helicase WRN (Homo sapiens), Q14191 | WRN helicase unwinding, fluorescent forked duplex, kinetic | Potency, µM (highest dose often 114 µM), for the others: at the highest dose activity change, negative = inhibition, most hits filed as inhibitors | 0.46% of 360,000 active | AID 651768, 2012; note: potency is the fitted concentration of half-maximal effect; % is set by controls: 0 for no effect and ±100 for the full control effect; nearly all actives have a fitted effect of over 55% in size
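Primary qHTS, 1536-well format. 20 nM WRN + compound, 15 min RT; start with 100 nM forked fluorophore/quencher duplex, 2 mM ATP (final); kinetic read ex 525/em 598 nm.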
IL-2 act – qHTS of IL-2 Activators | IL-2 activation reporter assay, cell-based qHTS; stimulated with anti-CD3/CD4/CD28 beads; in transgenic mouse T cells | activation, % (series mostly up to about 46 µM) | 0.065% of 360,000 active | AID 652025, 2013; in the data active = activation above about 50%; inconclusive = mostly about 30% to 49%; note: 0% is about no effect
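Readout: EGFP and DsRed signals by fluorescent plate cytometry. Unstimulated transgenic mouse T cells received compound 60 min before antibody-bead stimulation, then incubated 18 h at 37 degrees C.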
Starred values were filed as active, the others as inactive. Unless noted, calls come from the whole dose curve; as a rule, active = well fitted curve in the direction sought with a large enough effect; inconclusive = small, poorly fitted or top-dose-only effect, or another doubt; inactive = no such curve, though single readings can be large; an effect the other way counts as inactive or inconclusive.

CCC1CCCCN1Cc1nc2c(c(=O)n(C)c(=O)n2C)n1Cc1ccccc1 (centres undefined) was read as DRD3 agonist 3, PI5P4Ka inh -7, D3 antag 13, GLP-1R agonist 1%, GLP1R cytotox -13%, PLK1 PBD block -5%, GLP-1R inv ag 1%, WRN inhibitor -1% and IL-2 act -2.8.
`CC(C)Cc1cc(C(=O)Nc2ccccc2)c2ccccc2n1` gave DRD3 agonist 17, PI5P4Ka inh 10, D3 antag 11, GLP-1R agonist 6%, GLP1R cytotox -4%, PLK1 PBD block -5%, GLP-1R inv ag inconclusive, WRN inhibitor -16% and IL-2 act -0.6.
Screening COc1ccc(/C=N/OCC(=O)Nn2c(C)nc3ccccc3c2=O)cc1 returned DRD3 agonist 33*, PI5P4Ka inh 0, D3 antag 8, GLP-1R agonist 5%, GLP1R cytotox 1%, PLK1 PBD block -3%, GLP-1R inv ag -3%, WRN inhibitor -3% and IL-2 act 0.3.
`Cc1cc(NC(=O)C2CCN(C(=O)c3ccco3)CC2)ccc1Br` gave DRD3 agonist -21, PI5P4Ka inh -7, D3 antag -17, GLP-1R agonist 0%, GLP1R cytotox 14%, PLK1 PBD block -13%, GLP-1R inv ag inconclusive, WRN inhibitor -1% and IL-2 act -3.3.
Screening CC1SC(C)C(=O)N(CC(=O)NCc2ccc(F)cc2)C1=O (centres undefined) returned DRD3 agonist 0, PI5P4Ka inh 1, D3 antag -8, GLP-1R agonist 14%, GLP1R cytotox -21%, PLK1 PBD block -21%, GLP-1R inv ag 12%, WRN inhibitor 2% and IL-2 act 0.9.
For Cc1cc(C)n(-c2nc3ccccc3c(=O)n2OCc2ccc(Cl)cc2)n1 the results were DRD3 agonist -2, PI5P4Ka inh 5, D3 antag 25, GLP-1R agonist 0%, GLP1R cytotox -3%, PLK1 PBD block inconclusive, GLP-1R inv ag inconclusive, WRN inhibitor -7% and IL-2 act -2.8.
`OC1(c2cccc(C(F)(F)F)c2)CCN(c2ncnc3c2[nH]c2ccc(F)cc23)CC1` gave DRD3 agonist 40*, PI5P4Ka inh -7, D3 antag -25, GLP-1R agonist -26%, GLP1R cytotox inconclusive, PLK1 PBD block -6%, GLP-1R inv ag inconclusive, WRN inhibitor -20% and IL-2 act -0.8.
For Cc1cc(Cl)ccc1C(=O)C1CCCN(C(=O)c2snnc2C)C1 (centres undefined) the results were DRD3 agonist -7, PI5P4Ka inh 18, D3 antag -6, GLP-1R agonist 12%, GLP1R cytotox -9%, PLK1 PBD block -6%, GLP-1R inv ag 15%, WRN inhibitor 0% and IL-2 act -4.4.
`Cc1cccc(NC(NC(=O)c2ccccn2)C(Cl)(Cl)Cl)c1` (centres undefined) gave DRD3 agonist -2, PI5P4Ka inh 4, D3 antag 0, GLP-1R agonist -25%, GLP1R cytotox 7%, PLK1 PBD block -11%, GLP-1R inv ag 0%, WRN inhibitor -17% and IL-2 act -2.1.
`Cc1ccc(C(=O)O/N=C(\N)Cc2cccs2)c(Cl)c1` gave DRD3 agonist -6, PI5P4Ka inh -1, D3 antag -17, GLP-1R agonist 2%, GLP1R cytotox inconclusive, PLK1 PBD block 2%, GLP-1R inv ag inconclusive, WRN inhibitor 9% and IL-2 act -2.1.
For Cc1sc2nc(-c3ccco3)oc(=O)c2c1C the results were DRD3 agonist 0, PI5P4Ka inh -5, D3 antag 5, GLP-1R agonist -2%, GLP1R cytotox 19%, PLK1 PBD block 0%, GLP-1R inv ag 11%, WRN inhibitor -10% and IL-2 act -1.6.
Screening CCn1c(SCC(=O)Nc2nnc(C)s2)nnc1C(C)NC(=O)c1ccccc1 (centres undefined) returned DRD3 agonist -6, PI5P4Ka inh -9, D3 antag -27, GLP-1R agonist -1%, GLP1R cytotox -1%, PLK1 PBD block -8%, GLP-1R inv ag 5%, WRN inhibitor -30% and IL-2 act -2.0.
For CC(NC(=O)Cn1cnc([N+](=O)[O-])n1)c1ccccc1 (centres undefined) the results were DRD3 agonist 3, PI5P4Ka inh 1, D3 antag 21, GLP-1R agonist 6%, GLP1R cytotox -16%, PLK1 PBD block 3%, GLP-1R inv ag -1%, WRN inhibitor 5% and IL-2 act -0.3.
`Cc1ccc(F)cc1NC(=O)CCOc1ccccc1` gave DRD3 agonist 9, PI5P4Ka inh 8, D3 antag 7, GLP-1R agonist 3%, GLP1R cytotox -5%, PLK1 PBD block 3%, GLP-1R inv ag -30%, WRN inhibitor 2% and IL-2 act 0.0.
O=C(c1ccncc1)N1CCN(S(=O)(=O)c2cccc(F)c2)CC1 was read as DRD3 agonist 1, PI5P4Ka inh 2, D3 antag -13, GLP-1R agonist -8%, GLP1R cytotox 10%, PLK1 PBD block 0%, GLP-1R inv ag 9%, WRN inhibitor -36% and IL-2 act 0.7.

For convenience, some entries already given.
CCC1CCCCN1Cc1nc2c(c(=O)n(C)c(=O)n2C)n1Cc1ccccc1 (centres undefined) was read as DRD3 agonist 3, PI5P4Ka inh -7, D3 antag 13, GLP-1R agonist 1%, GLP1R cytotox -13%, PLK1 PBD block -5%, GLP-1R inv ag 1%, WRN inhibitor -1% and IL-2 act -2.8.
`CC(C)Cc1cc(C(=O)Nc2ccccc2)c2ccccc2n1` gave DRD3 agonist 17, PI5P4Ka inh 10, D3 antag 11, GLP-1R agonist 6%, GLP1R cytotox -4%, PLK1 PBD block -5%, GLP-1R inv ag inconclusive, WRN inhibitor -16% and IL-2 act -0.6.

Next part
CCOC(=O)c1c(-c2ccc(C)o2)csc1NC(=S)NC(=O)c1ccccc1Br was read as DRD3 agonist -26, D3 antag -29, GLP-1R agonist -9%, GLP1R cytotox 7%, PLK1 PBD block -16%, GLP-1R inv ag inconclusive, WRN inhibitor -19% and IL-2 act -4.2.
Screening OC(COc1ccccc1)CN1CCOCC1 (centres undefined) returned DRD3 agonist 11, D3 antag 13, GLP-1R agonist 6%, GLP1R cytotox 16%, PLK1 PBD block 0%, GLP-1R inv ag 0%, WRN inhibitor -5% and IL-2 act -2.7.
Screening CC(=O)Nc1ccc(S(=O)(=O)NCCc2ccc(S(N)(=O)=O)cc2)cc1 returned DRD3 agonist 3, D3 antag -2, GLP-1R agonist 3%, GLP1R cytotox 6%, PLK1 PBD block 0%, GLP-1R inv ag 5%, WRN inhibitor 0% and IL-2 act -0.4.
N#Cc1c2ncn(CC(=O)c3ccc(Br)cc3)c(=O)c2c2n1CCC2 was read as DRD3 agonist 10, PI5P4Ka inh 3, D3 antag 36, GLP-1R agonist -11%, GLP1R cytotox 2%, PLK1 PBD block -1%, GLP-1R inv ag 1%, WRN inhibitor -5% and IL-2 act -0.2.
Screening Cc1nn(CC(=O)Nc2ccc(Cl)cc2Cl)c(=O)c2ccccc12 returned DRD3 agonist -9, PI5P4Ka inh 3, D3 antag -15, GLP-1R agonist 3%, GLP1R cytotox 5%, PLK1 PBD block -14%, GLP-1R inv ag 8%, WRN inhibitor -6% and IL-2 act -0.2.
Screening Cc1ccc(C(O)c2ncc(-c3ccccc3F)[nH]2)cc1F (centres undefined) returned DRD3 agonist 10, PI5P4Ka inh 1, D3 antag 0, GLP-1R agonist 7%, GLP1R cytotox -1%, PLK1 PBD block -8%, GLP-1R inv ag 19%, WRN inhibitor -8% and IL-2 act 0.1.
`CCN1CCN(c2ncnc3c2sc2nc(N4CCOCC4)c4c(c23)CCC4)CC1` gave DRD3 agonist -2, PI5P4Ka inh -3, D3 antag -11, GLP-1R agonist -2%, GLP1R cytotox 5%, PLK1 PBD block -3%, GLP-1R inv ag 10%, WRN inhibitor 2% and IL-2 act 0.0.
Screening O=C(NC(=O)c1c(F)cccc1F)O/N=C1\CCCc2occc21 returned DRD3 agonist 6, PI5P4Ka inh 1, D3 antag 7, GLP-1R agonist -7%, GLP1R cytotox 5%, PLK1 PBD block -3%, GLP-1R inv ag 9%, WRN inhibitor -2% and IL-2 act -0.4.
Screening COc1cc(C=Nc2cccc(C)c2)c(O)c([N+](=O)[O-])c1 returned DRD3 agonist -30, PI5P4Ka inh inconclusive, D3 antag -92*, GLP-1R agonist 4%, GLP1R cytotox inconclusive, PLK1 PBD block -27%, GLP-1R inv ag -5%, WRN inhibitor inconclusive and IL-2 act -2.9.
O=C(O)/C(=C/c1ccco1)NC(=O)c1ccccc1 was read as DRD3 agonist -2, PI5P4Ka inh -10, D3 antag 2, GLP-1R agonist -5%, GLP1R cytotox 21%, PLK1 PBD block -24%, GLP-1R inv ag 17%, WRN inhibitor -16% and IL-2 act 0.0.
Screening Cc1cc(C)cc(N)c1 returned DRD3 agonist -15, PI5P4Ka inh 15, D3 antag 0, GLP-1R agonist -2%, GLP1R cytotox -10%, PLK1 PBD block -7%, GLP-1R inv ag -11%, WRN inhibitor 2% and IL-2 act 0.3.
Screening Cc1cccc(S(=O)(=O)N(C)C[C@@H]2OCc3cnnn3CCCC(=O)N([C@H](C)CO)C[C@@H]2C)c1 returned DRD3 agonist 4, PI5P4Ka inh 0, D3 antag 5, GLP-1R agonist -7%, GLP1R cytotox 16%, PLK1 PBD block -9%, GLP-1R inv ag 5%, WRN inhibitor -12% and IL-2 act -2.0.
`O=C1C2CCCN2C(=O)N1CCN1CCN(c2cccc(C(F)(F)F)c2)CC1` (centres undefined) gave DRD3 agonist -18, PI5P4Ka inh 2, D3 antag -17, GLP-1R agonist 6%, GLP1R cytotox 8%, PLK1 PBD block -15%, GLP-1R inv ag -28%, WRN inhibitor 11% and IL-2 act 0.3.
For COc1cccc(CNCc2ccccc2Br)c1OC the results were DRD3 agonist -5, PI5P4Ka inh 0, D3 antag 9, GLP-1R agonist 2%, GLP1R cytotox 5%, PLK1 PBD block 0%, GLP-1R inv ag inconclusive, WRN inhibitor -5% and IL-2 act -1.1.
